Assay outcomes: PubChem, Broad Institute
S100A4 MyoIIA = blocks human S100A4 binding to myosin IIA peptide; hit rate 0.14% among 360,000; S100A4/TAMRA-MyoIIA peptide fluorescence polarization; inhibition, % at 10.7 µM; P26447;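 active = mean inhibition of at least 70% across replicates, with every replicate also reaching that level; inconclusive = mean inhibition reaches 70% but some replicates fall short; inactive = mean inhibition below 70%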
Target sequence (P26447 whole entry, looked up): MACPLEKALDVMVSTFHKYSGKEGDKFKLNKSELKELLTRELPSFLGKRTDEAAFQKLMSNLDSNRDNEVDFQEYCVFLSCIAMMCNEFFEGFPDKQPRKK
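Material: S100A4 monomer protein / Buffer or medium: 50 mM HEPES pH 7.2, 10 mM CaCl2, 100 mM KCl / Times: 5 min incubation before reading / Benchmarks: neutral control DMSO, positive control TFP / Reagent: labelled myosin peptide probe, 5 nM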
EWS-Fli block = blocks EWS/Fli oncoprotein-driven transcription | inhibition, % at 12.6 µM | A673 NR0B1-luciferase reporter, viability-normalised | AID 651661 | hit rate 0.67% among 350,000;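 active = mean inhibition of at least 50% after viability correction, with every replicate also passing that limit; inconclusive = mean reaches 50% but only one of two replicates passes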;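 also: firefly luciferase signal divided by Alamar Blue viability fluorescence both relative to DMSO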
Xi reactivation = activators of X-chromosome reactivation in mouse fibroblasts; XiGFP mouse fibroblasts, % GFP-positive cells imaging, 3 d; cells co-treated with 5-aza-dC sensitizer; scaled so ellipticine positive control = 100%; activation, % at 7.58 µM; hit rate 0.055% among 360,000; AID 743238;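 active = mean normalized replicate activation at least 10% and every replicate at or above 10%; inconclusive = only one of the two criteria met; inactive = mean below 10% and not all replicates reach 10%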;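 also: 0% = median of on-plate neutral control wells and 100% = ellipticine 6 µM median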
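assay system = SV40-immortalized XiGFP fibroblast cells, line 68-5-11 | buffer or medium = DMEM plus 5-aza-dC sensitizer | doses = single-point pinned compound dosing | times = 3-day compound exposure, then 15 min fixation at room temperature | benchmarks = positive control ellipticine, 6 µM final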
RAD54 inh = blocks human RAD54 Holliday junction branch migration; inhibition, % at 10.4 µM; Q92698; FAM/BHQ fluorescence; AID 602329; hit rate 0.14% among 360,000;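 active = mean normalized replicate activity at least 40 and at least half of replicates scoring 40 or more; inconclusive = only one of the two criteria met; inactive = mean below 40 and under half of replicates reaching 40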;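 also: 0% = median of neutral control wells and 100% = median of positive control wells; inhibitors cause a drop in the FAM fluorescence signal; in these data hits start at about 50%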
FN deposition inh = fibronectin deposition inhibition; inhibition, % at 12.6 µM; hit rate 0.086% among 350,000; AH1F fibroblasts, Alexa488-fibronectin deposition fluorescence, overnight; AID 743247;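 active = mean inhibition across replicates of 30% or more, regardless of how many single replicates reach that level; inconclusive = mean under 30% yet at least half of replicates reach 30%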;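 also: positive control wells lacked labelled fibronectin entirely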
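Material: AH1F fibroblast monolayer depositing Alexa488-labelled fibronectin into matrix / Amount: 10000 AH1F cells per well / Signal: fluorescence 485/525 nm / Medium: DMEM, 2% serum / Compound: single dose, pinned / Incubation: 1 h cell adhesion before compound, then overnight fibronectin incubation / Reagent: Alexa488-FN, 24 nM final / Read-out: inhibition of fibronectin deposition signal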
esBAF inh = inhibitors of esBAF chromatin remodeling in mouse ES cells; hit rate 2% among 350,000; reporter increase, % at 12.5 µM; AID 602393; Bmi1-luciferase knock-in reporter, 24 h; 100% = twice the neutral-well signal; in the data active = activation above about 40%; inconclusive = no clear call, values can overlap the other calls;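 also: 0% = median of the plate's neutral control wells and 100% = double that signal; a rise in the Bmi1 reporter signal indicates esBAF inhibition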
E-selectin induc = E-selectin induction on HUVECs; P16581; HUVEC E-selectin immunofluorescence imaging; normalized: neutral wells 0, TNF-alpha wells 100; activation, % at 7.58 µM; hit rate 0.37% among 260,000;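 active = mean E-selectin-positive cell signal at least 10% of the positive control, reached in at least 60% of replicates, without over 20% cell loss; inconclusive = no rule given, readout overlaps actives, possibly toxicity-flagged; inactive = the rest, including those meeting only one limit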;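 also: in these data hits start at about 27%; measured in HUVEC primary endothelial cells; signal is the percent of cells scored E-selectin positive by PE staining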
Target sequence (P16581 whole entry, looked up): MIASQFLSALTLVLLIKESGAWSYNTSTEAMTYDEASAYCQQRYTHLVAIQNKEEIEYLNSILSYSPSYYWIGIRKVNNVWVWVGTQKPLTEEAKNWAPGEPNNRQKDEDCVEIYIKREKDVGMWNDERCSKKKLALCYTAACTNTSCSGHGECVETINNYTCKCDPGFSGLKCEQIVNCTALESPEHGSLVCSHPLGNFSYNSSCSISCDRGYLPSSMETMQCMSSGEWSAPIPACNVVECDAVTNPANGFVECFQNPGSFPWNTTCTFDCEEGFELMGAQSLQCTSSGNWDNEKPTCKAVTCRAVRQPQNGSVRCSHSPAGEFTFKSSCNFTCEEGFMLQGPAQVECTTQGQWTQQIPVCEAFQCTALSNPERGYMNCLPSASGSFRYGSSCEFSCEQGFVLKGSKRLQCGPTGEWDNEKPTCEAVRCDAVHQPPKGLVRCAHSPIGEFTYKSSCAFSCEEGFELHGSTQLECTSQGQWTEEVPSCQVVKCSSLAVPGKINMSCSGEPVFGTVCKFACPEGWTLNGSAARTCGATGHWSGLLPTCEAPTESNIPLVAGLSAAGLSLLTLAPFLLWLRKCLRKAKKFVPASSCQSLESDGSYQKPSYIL
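Assay system: HUVEC, human umbilical vein endothelial cells / Amount: 3,000 HUVEC/well / Controls: TNF-alpha positive control, DMSO neutral control / Compound dosing: single concentration / Medium: EGM-2 over gelatin coat / Evaluation: percent E-selectin-positive cells / Signal: immunofluorescence imaging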
RAD52 anneal inh = blocks human RAD52 DNA annealing; AID 651710; recombinant RAD52 DNA annealing, FRET fluorescence; inhibition, % at 18.7 µM; hit rate 0.46% among 360,000;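 active = every replicate showing at least 50% inhibition; inconclusive = mean inhibition at least 50% but not in every replicate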
Starred values were filed as active, the others as inactive; ? = inconclusive; nt = no result given. Rows are unselected. Share with any hit: about 3%.

SMILES	S100A4 MyoIIA	EWS-Fli block	Xi reactivation	RAD54 inh	FN deposition inh	esBAF inh	E-selectin induc	RAD52 anneal inh
C[C@]12c3[nH]c4ccccc4c3CCN1C(=O)C(CC(=O)NCc1cccc(C(F)(F)F)c1)C[C@@H]2C(=O)N1CCCCC1 (stereo partly specified)	2	9	0.1	-5	-4	3	0.6	18
COc1ccc(S(=O)(=O)Nc2ccc3c(c2)C(=O)N([C@H](C)CO)C[C@@H](C)[C@@H](CN(C)S(=O)(=O)c2cn(C)cn2)OCCCC[C@H](C)O3)cc1	4	-3	-0.3	3	nt	0	1.7	-7
O=C(NCCC1CCCCN1S(=O)(=O)c1ccc(F)cc1)C(=O)NCc1ccncc1 (stereo unspecified)	-1	8	0.2	7	-6	19	nt	-10
COCC(=O)Nc1ccc2c(c1)[C@H]1C[C@@H](CC(=O)N(C)C)O[C@@H](CO)[C@H]1O2	-44	-6	0.5	-3	-7	-3	0.9	-17
COc1cc(C2Nc3cc(C)c(C)cc3NC3=C2C(=O)CC(C)(C)C3)ccc1OC(C)=O (stereo unspecified)	30	1	0.0	-2	16	12	0.5	8
CCN(CC)c1ccc2cc(C#N)c(=O)oc2c1	6	-6	0.1	nt	3	nt	nt	-28
COC(=O)c1cn(C(=O)c2cccc(C)c2)c2ccccc12	-5	6	0.1	-3	2	0	0.4	-9
CC(C)=CC(=O)Nc1nnc(-c2ccccc2)s1	1	-85	nt	8	nt	13	nt	-8
O=C(CCSc1ccc(Cl)cc1)NCc1ccccn1	-5	-10	0.0	nt	6	nt	-0.6	-4
Cc1ccc([N+](=O)[O-])cc1NC(=O)CN(C)CCOc1ccccc1	-21	1	0.2	-3	nt	2	nt	-11
CCCNC(=O)N1[C@H](CO)[C@H](c2ccccc2)[C@@H]1CNC(C)=O	7	-1	0.1	-1	-3	-1	0.4	-13
Cc1cc(NC2CCCC2)n2nc(C)c(-c3ccccc3)c2n1	0	-58	0.0	9	-20	?	nt	3
O=C(Cc1ccccc1)N1CCc2ccccc21	1	-19	nt	-4	nt	27	nt	-11
Cc1ccc(N(CC(=O)NC(C)(C)C)C(=O)CCC(=O)Nc2ccccn2)c(C)c1	1	-2	1.0	-4	-8	7	-0.2	-12
CC(C)/C=C(/C(=O)c1ccc(Cl)cc1Cl)n1cncn1	-6	-6	0.0	nt	-3	nt	0.4	-8
O=C(N[C@H]1CC[C@H](CCn2cc(-c3ccccn3)nn2)O[C@H]1CO)c1ccc(F)cc1	2	-9	-0.8	5	nt	-1	-0.1	10
COc1cc(NC(=O)CN2C(=O)c3ccccc3S2(=O)=O)cc(OC)c1	-1	-2	-0.1	-3	1	2	0.8	-31
COc1ccc(NC(=O)N(C)C[C@H]2Oc3cc(C#CCN(C)C)ccc3S(=O)(=O)N([C@H](C)CO)C[C@@H]2C)cc1	2	-4	0.3	0	5	-1	0.5	8
CCOc1ccc(C2CC(c3cccc(OC)c3)Nc3nc(N)nn32)cc1 (stereo unspecified)	5	6	-0.1	11	7	3	-0.2	-7
Cc1ccc(-c2cnc3c(c2)C(=O)N([C@H](C)CO)C[C@@H](C)[C@H](CN(C)C(=O)c2cccc(F)c2)O3)cc1	-2	-16	-0.7	-2	-4	3	-0.5	18
C[C@@H]1CN([C@@H](C)CO)C(=O)c2cc(-c3cccc(F)c3)cnc2O[C@@H]1CN(C)S(=O)(=O)c1cccc(F)c1	1	-11	-0.3	-1	9	nt	-0.2	1
COc1ccc(S(=O)(=O)Nc2cccc3c2O[C@@H](CN(C)C(=O)Nc2c(C)noc2C)[C@@H](C)CN([C@H](C)CO)C3=O)cc1	-3	4	-0.1	2	nt	0	-5.8	5
O=c1c(C(c2ccc(Br)cc2)c2c(O)nc3n(c2=O)CCCS3)c(O)nc2n1CCCS2	-10	2	0.0	-22	-14	-2	0.0	-10
CCCC(=O)N1CC2(CN(C(=O)NC(C)C)C2)c2c([nH]c3cc(OC)ccc23)[C@@H]1CO	3	3	0.0	nt	-31	nt	0.0	-12
O=C(NCC1CC1)[C@H]1[C@H](CO)[C@H]2Cn3c(cccc3=O)[C@H]2N1C(=O)Nc1ccccc1	nt	23	0.6	-19	nt	0	-0.2	nt
COc1ccccc1C(=O)NCCNC(=O)c1ccc(C)nc1	-5	-1	0.2	19	-5	-3	nt	-4
O=C(CSc1nc2ccccc2c(=O)n1-c1ccccc1)c1cccc([N+](=O)[O-])c1	-8	19	-0.2	4	1	-9	nt	-8
C[C@@H]1CN([C@@H](C)CO)C(=O)c2cc(NC(=O)CCC(F)(F)F)ccc2O[C@@H](C)CCCCO[C@H]1CN(C)C(=O)Nc1ccccc1	-2	-2	-0.1	7	0	-5	nt	11
O=C(CC[C@H]1O[C@@H](n2ccc(=O)[nH]c2=O)[C@H](O)[C@@H]1O)N[C@@H](Cc1ccccc1)C(=O)NCC1CCCO1 (stereo partly specified)	-3	1	0.1	-1	1	-2	-3.9	-12
COc1ccc(CN(C(=O)c2snc(C(N)=O)c2N)C(C(=O)NC(C)(C)C)c2ccco2)cc1 (stereo unspecified)	-2	4	nt	nt	nt	-7	nt	-19
CCCc1cc(=O)n2[nH]c(-c3cccc(Br)c3)cc2n1	2	-68	0.1	2	10	52*	nt	-12
CCCc1cc(=O)[nH]c(SCC(=O)Nc2ccc(Br)cc2Br)n1	-17	6	0.3	nt	-4	nt	nt	-1
C[C@H]1CN([C@@H](C)CO)C(=O)c2cccc(NC(=O)C3CC3)c2O[C@@H]1CN(C)C(=O)NC1CCCCC1	4	0	-1.1	7	nt	1	0.1	9
CC1(C(=O)NS(=O)(=O)c2cccc(C#N)c2)CCN1C(=O)CC1CCCC1 (stereo unspecified)	-4	0	-0.1	6	-17	1	-0.2	-4
NC(=S)N/N=C1\CCSc2ccc(Cl)cc21	3	1	-0.1	5	-1	-4	nt	0
COCC(=O)Nc1ccc2c(c1)OC[C@H](C)N(Cc1ccccn1)C[C@H](C)[C@@H](OC)CN(C)C2=O	3	4	0.3	-2	0	-1	-0.1	-13

Profiles, quoted from the list. Order of values: S100A4 MyoIIA, EWS-Fli block, Xi reactivation, RAD54 inh, FN deposition inh, esBAF inh, E-selectin induc, RAD52 anneal inh
`O=C(NCC1CC1)[C@H]1[C@H](CO)[C@H]2Cn3c(cccc3=O)[C@H]2N1C(=O)Nc1ccccc1` across the screens: nt, 23, 0.6, -19, nt, 0, -0.2, nt
`CC1(C(=O)NS(=O)(=O)c2cccc(C#N)c2)CCN1C(=O)CC1CCCC1` (stereo unspecified) across the screens: -4, 0, -0.1, 6, -17, 1, -0.2, -4

Continued.
SMILES	S100A4 MyoIIA	EWS-Fli block	Xi reactivation	RAD54 inh	FN deposition inh	esBAF inh	E-selectin induc	RAD52 anneal inh
CS(=O)(=O)c1cnc2c(-c3ccsc3)cnn2c1N	1	-32	0.1	nt	-16	nt	8.4	-9
C[C@@H]1CN([C@@H](C)CO)C(=O)c2cc(-c3ccc(F)cc3)cnc2O[C@@H]1CN(C)Cc1ccc(C(=O)O)cc1	9	-18	-0.8	-7	nt	-4	0.2	5
Cc1cn([C@H]2C[C@H](O)[C@@H](CNCC3=Cc4cc(O)ccc4OC3)O2)c(=O)[nH]c1=O	-2	4	0.5	4	-5	0	-0.2	-21
O=C(C[C@@H]1C[C@@H]2c3cc(NC(=O)NC4CCCC4)ccc3O[C@@H]2[C@H](CO)O1)NCc1cccc(F)c1	2	-2	-0.1	-2	nt	-1	0.3	-10
CC(CN1CCOCC1)OC(=O)c1cccc(Cl)c1 (stereo unspecified)	0	12	-0.1	-11	-6	2	0.2	-10
Cc1ccccc1C(=O)c1c[nH]c(C(=O)N2CCN(c3ccccc3F)CC2)c1	-4	-1	0.3	1	-6	-2	-2.6	-1
Cc1ccc(-n2cc(CCCCCCCCC(=O)O)nn2)cc1	1	-10	0.1	-8	4	-1	nt	-57
COc1cccc(C2CCCCN2Cc2nc(-c3ccc(C)o3)oc2C)c1 (stereo unspecified)	10	3	0.3	-5	-3	-1	nt	-62
CC(C)(C)N(Cc1ccccc1)C(=O)COC(=O)C1CC1	-9	8	0.0	3	-9	-3	-0.1	-1
CCOCCCNC(=O)C1(O)c2cc(Br)ccc2NC(=O)N1c1ccc(CC)cc1 (stereo unspecified)	1	4	0.3	-1	1	7	-0.2	-17
C=C1C(=O)O[C@@H]2[C@H]1CC[C@H](C)[C@]1(O)CCC(=O)[C@@]21C	-2	-10	0.0	-5	3	-14	-0.2	-10
CSc1ccc(CN(C)CC(=O)NCc2ccc(F)cc2)cc1	4	9	-0.1	nt	3	nt	nt	-10
COCC(=O)N1C[C@@H](C)[C@H](OC)CN(C)C(=O)c2ccc(NC(=O)NC(C)C)cc2OC[C@H]1C	3	-9	-0.1	-4	-3	4	0.2	-5
COC(=O)[C@]12C[C@H](CC(=O)NCCc3ccccc3OC)C(=O)N(Cc3ccc4c(c3)OCO4)C1=C[C@H](COCc1ccccc1)O[C@@H]2C	0	-2	0.0	nt	6	nt	-0.2	-28
O=C(C[C@@H]1C=C[C@@H](NC(=O)C2CC2)[C@@H](CO)O1)Nc1nccs1	5	-2	0.1	-8	-1	0	0.1	4
O=C(Nc1cccnc1)Nc1ccc(Br)cc1Cl	0	nt	nt	4	3	19	nt	-13
COc1ccc(-n2c(SCC(=O)Nc3cc(C(=O)O)ccc3C)nc3ccccc3c2=O)cc1Cl	-9	-10	0.1	-23	2	0	nt	-18
CSc1ccccc1-c1cnc2cccnn12	41	-14	0.2	-4	0	-10	0.0	-5
CC1CCN(c2cc(=O)n(C3CCCCC3)c(=O)[nH]2)CC1	-6	-33	0.0	1	-11	14	nt	-16
COc1cc(O)c(/C=N/NC(=O)c2ccncc2)c(OC)c1[N+](=O)[O-]	5	-2	-0.3	nt	-13	nt	-1.1	-10
COc1cc2c(C(=O)OCCN(C)C)c(CSc3ccccc3)n(C)c2cc1Br	-2	-1	0.3	3	-5	-14	-1.0	-9
Cc1cc(C)nc(N2CCN(c3nc(-c4ccccc4)nc4c3oc3ccccc34)CC2)n1	4	3	nt	nt	9	nt	-0.4	-4
CC(C)(C)NCC(O)CON=C1c2ccccc2-c2ccccc21 (stereo unspecified)	-7	13	-0.1	nt	10	nt	0.0	55*
O=C(CN1CCN(S(=O)(=O)c2ccccc2C(F)(F)F)CC1)NCc1cccs1	0	3	0.0	0	3	0	nt	-8
CCn1c(=O)c2c(nc(SCC(=O)Nc3ccccc3)n2C)n(C)c1=O	15	19	-0.1	5	9	6	nt	2
O=c1c2ccccc2nc2c3ccccc3ncn12	-4	-21	nt	5	nt	12	nt	-2
Cc1nn(C)c(C)c1CNC(=O)Nc1cccc(Cl)c1C	-1	-21	0.0	3	-8	30	0.1	1
